Integrin act MD – activators of alpha7 integrin expression for muscular dystrophy; alpha7betagal myoblasts, beta-gal FDG fluorescence, 48 h; Potency, µM (highest dose often 38.3 µM), for the others: at the highest dose activation, hits mostly activators; actives 0.064% (n = 350,000); AID 624291;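 also: potency is read from the fitted curve at half-maximal effect; 100% = response of the positive control SU9516; nearly all actives have a fitted effect of over 60% in size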
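Alpha7betagal+/- myoblasts (passage 13) were plated 16-24 hr, then exposed to compounds (1:260 dilution of DMSO stock) for 48 hours at 37C. After MPER lysis, β-galactosidase reporter activity was read as FDG fluorescence (ex 480/em 540) after 30 minutes.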
Giardia kill – kills Giardia lamblia; Giardia lamblia trophozoite viability; activity change, % at 7.66 µM, hits read low; actives 0.15% (n = 340,000); AID 540267; in the data active = activity change below about -80%; inconclusive = between about -30% and that limit;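 also: parasites exposed to compound for two days anaerobically before the ATP read; % is scaled to controls: 0 for no effect and ±100 for the full control effect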
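Trophozoite viability was measured as ATP-dependent luminescence, read 15-30 min after reagent addition. Before that, parasites at 100 cells/well were exposed to compounds for 48 h, anaerobically, at 37 deg C.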
PKM2 activator – increases activity of human pyruvate kinase M2; P14618; purified PKM2, Kinase-Glo ATP luminescence, activation; response scale: 0% is enzyme alone, no compound; Potency, µM (series often up to 57.5 µM), without a hit: at the top dose activation, most hits filed as activators; actives 0.34% (n = 260,000); AID 1631; also: potency is read from the fitted curve at half-maximal effect; % is scaled to controls: 0 for no effect and ±100 for the full control effect; nearly all actives have a fitted effect of over 55% in size
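Purified hPK-M2 (>95%) run at intermediate activity with 0.1 mM ADP and 0.5 mM PEP in 50 mM imidazole pH 7.2, KCl, MgCl2; 1 h room temperature. ATP formed read by Kinase-Glo luminescence; normalized to uninhibited and no-enzyme controls.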
B2AR arrestin – beta2AR (human) beta-arrestin recruitment activity | actives 0.02% (n = 330,000) | beta-arrestin recruitment to beta2AR, cell-based reporter | Potency, µM (titrated, usually from 46.1 µM), without a hit: at the top dose activation, usual class: activators | P07550;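 also: potency is read from the fitted curve at half-maximal effect; 0% = DMSO controls and full agonism = EC100 isoproterenol or metaproterenol; nearly all actives have a fitted effect of over 65% in size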
Menin-MLL TR inh – menin-MLL binding inhibition, Texas Red mutant peptide; Potency, µM (doses to about 61.6 µM), without a hit: at the highest dose FP activity change, negative = inhibition, usual class: inhibitors; Menin + Texas Red MLL mutant peptide, fluorescence polarization; actives 0.23% (n = 270,000); active = well fitted inhibition curve with a large enough effect in the polarisation, with a control signal flat, not every such curve was filed as active; inconclusive = small, poorly fitted or top-dose-only effect, or effect the other way, or a change in a side signal; inactive = no such curve, though single readings can be large or run the other way; the % refers to the polarisation; also: potency is read from the fitted curve at half-maximal effect; % of control where 0% means no effect; many of its hits are not listed in these tables
ASM inhibitor – blocks human secretory acid sphingomyelinase. P17405. placental ASM, HMU-PC fluorogenic substrate, 60 min. Potency, µM (titrated, usually from 57.5 µM), for the others: at the highest dose activity change, negative = inhibition, usual class: inhibitors. actives 0.006% (n = 340,000). AID 504937; also: potency is read from the fitted curve at half-maximal effect
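Steps: dispense placental human ASM, pin compound, wait 10 min at room temperature, add HMU-PC0 substrate at 9 uM final, incubate 60 min at 37 °C, add stop solution raising pH to 10, read fluorescence.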
TSG101-PTAP inh – blocks PTAP/TSG101 interaction to inhibit HIV-1 budding; 340,000 tested, under 10 active; Fluorescence polarization, FITC-PTAP peptide / Tsg101 binding; Q99816; Potency, µM (doses to about 115 µM), for the others: top-dose activity change, negative = inhibition, usual class: inhibitors; active = well fitted inhibition curve with a large enough effect in the main read-out, with a control signal flat, not every such curve was filed as active; inconclusive = small, poorly fitted or top-dose-only effect, or effect the other way, or a change in a side signal; inactive = no such curve, though single readings can be large or run the other way; also: potency is read from the fitted curve at half-maximal effect; % of control where 0% means no effect
Target sequence (Q99816 whole entry, looked up): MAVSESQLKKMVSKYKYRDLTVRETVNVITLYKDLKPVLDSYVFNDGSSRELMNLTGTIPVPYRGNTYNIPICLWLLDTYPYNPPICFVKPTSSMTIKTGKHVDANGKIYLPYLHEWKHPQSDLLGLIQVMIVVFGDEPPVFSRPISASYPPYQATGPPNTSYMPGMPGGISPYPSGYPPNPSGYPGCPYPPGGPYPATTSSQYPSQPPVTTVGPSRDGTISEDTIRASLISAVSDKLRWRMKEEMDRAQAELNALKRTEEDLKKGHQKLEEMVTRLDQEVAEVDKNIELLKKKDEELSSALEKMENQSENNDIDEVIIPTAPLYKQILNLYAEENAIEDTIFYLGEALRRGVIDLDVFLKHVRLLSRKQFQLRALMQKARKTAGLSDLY
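Fluorescence polarization binding of Tsg101 binding domain (10 uM final) to FITC-labeled PTAP peptide (50 nM final) in HEPES pH 7.5 buffer with NaCl, Tween 20, EDTA, TCEP. Compounds added before peptide; binding 20 min at RT.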
Coupling enz – counter-screen for Giardia aldolase inhibitors: coupling enzyme system; coupling enzyme system counterscreen, AmpLite Red fluorescence; activity change, negative = inhibition, % at 58.2 µM, hits read low; actives 0.67% (n = 290,000); AID 2472; in the data active = activity change below about -30%; also: % is scaled to controls: 0 for no effect and ±100 for the full control effect
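Compounds tested against the coupling enzymes alone at 57.5 uM final; readout was AmpLite Red fluorescence (525/598 nm) after 20 min at RT.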
GALK inhibitor – blocks human galactokinase activity. actives 0.007% (n = 270,000). AID 1868. Purified GALK, Kinase-Glo residual ATP luminescence. Potency, µM (highest dose often 57.5 µM), inactives show at the highest dose activity change, negative = inhibition, most hits filed as inhibitors. P51570; also: potency is read from the fitted curve at half-maximal effect; % is scaled to controls: 0 for no effect and ±100 for the full control effect
Target sequence (P51570 whole entry, looked up): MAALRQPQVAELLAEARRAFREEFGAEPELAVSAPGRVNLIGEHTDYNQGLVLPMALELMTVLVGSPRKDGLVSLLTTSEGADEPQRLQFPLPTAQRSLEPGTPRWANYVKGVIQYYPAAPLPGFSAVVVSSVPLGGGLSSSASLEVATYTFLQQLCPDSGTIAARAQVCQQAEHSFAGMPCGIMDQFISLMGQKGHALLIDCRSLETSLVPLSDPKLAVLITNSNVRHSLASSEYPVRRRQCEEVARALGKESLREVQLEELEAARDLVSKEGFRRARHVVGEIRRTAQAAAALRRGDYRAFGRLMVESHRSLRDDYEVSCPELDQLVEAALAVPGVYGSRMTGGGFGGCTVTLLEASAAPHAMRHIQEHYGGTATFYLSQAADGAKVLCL
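Luminescence from leftover ATP (Ultra-Glo luciferase/luciferin) served as read-out after a 1 h room-temperature reaction of 5 nM GALK with 35 uM ATP and 100 uM galactose.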
Chronic BCR inh – blocks chronic active B-cell receptor signaling; ABC-DLBCL IkBa-CBG/CBR reporter, luminescence ratio, 4 h; Potency, µM (titrated, usually from 46.1 µM), for the others: top-dose ratio change, negative = lower green/red ratio, usual class: inhibitors; actives 0.05% (n = 340,000); active = well fitted inhibition curve with a large enough effect in the signal ratio, with a control signal flat, not every such curve was filed as active; inconclusive = small, poorly fitted or top-dose-only effect, or effect the other way, or a change in a side signal; the % refers to the signal ratio;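 also: potency is read from the fitted curve at half-maximal effect; plate controls were basal doxycycline-induced cells for no effect and cells given 10 µM MG132 for full effect; MG132 reads +100%, hits lower the ratio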
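TMD8 ABC-DLBCL cells carrying doxycycline-inducible green luciferase fused to IkappaBalpha plus unfused red luciferase were exposed to compounds (up to 46 uM) for 4 hrs at 37C. Activity came from the overlap-corrected green/red luminescence ratio.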
Tb PFK block – T. brucei PFK enzyme inhibition; O15648; actives 0.17% (n = 330,000); Potency, µM (doses to about 57.5 µM), inactives show at the highest dose activity, negative = inhibition, hits mostly inhibitors; T. brucei PFK, ADP-Glo luminescence;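 also: potency is read from the fitted curve at half-maximal effect; 0% = uninhibited 1x PFK enzyme wells and -100% = no-enzyme wells; nearly all actives have a fitted effect of over 60% in size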
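ADP-Glo luminescence quantified ADP after 45 min at room temperature, with 1.25 nM T. brucei PFK, 0.1 mM ATP and 0.5 mM fructose-6-phosphate in pH 8.0 TEA buffer. qHTS titrations up to 57 µM; curves classified by quality.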
Starred values were filed as active, the others as inactive; i = inactive; ? = inconclusive; · = not tested or not shown; [ ] = dose if it differs, or a comment. Unless noted, calls follow the shape of the dose curve; as a rule, active = well fitted curve in the direction sought with a large enough effect; inconclusive = small, poorly fitted or top-dose-only effect, or another doubt; inactive = no such curve, though single readings can be large; an effect the other way counts as inactive or inconclusive. The list is partial. The share of hits here may be higher or lower than overall.

SMILES	Integrin act MD	Giardia kill	PKM2 activator	B2AR arrestin	Menin-MLL TR inh	ASM inhibitor	TSG101-PTAP inh	Coupling enz	GALK inhibitor	Chronic BCR inh	Tb PFK block
COc1ccccc1NC(=O)C(=O)NCCC1CCCCN1S(=O)(=O)c1cccs1 (stereo not drawn)	-17%	-19	·	-0.4%	·	10%	-1%	·	·	?	5%
Cc1cc(Br)ccc1NC(=O)CNC(=O)COc1ccccc1C	26%	-25	·	0.0%	·	·	0%	·	·	6%	-1%
CC1CC1C(=O)OCC(=O)NC(=O)c1ccccc1 (stereo not drawn)	6%	4	·	-1.0%	·	-4%	-2%	·	·	-6%	-9%
CCOC(=O)CNC(=O)C(Cc1ccccc1)NS(=O)(=O)c1cccs1 (stereo not drawn)	9%	-22	-2%	-1.1%	-4%	-1%	-4%	3	0%	8%	-2%
CC1(c2ccccc2)CC(C)(C)N2C(=O)C3(C(C#N)=C(N)Oc4cc(O)ccc43)c3cccc1c32 (stereo not drawn)	-3%	2	-3%	-0.2%	4%	-23%	·	0	-1%	-3%	1%
Clc1ccc(Sc2ccc(/C=N/n3cnnc3)o2)cc1	18%	16	-4%	0.1%	24%	-8%	-3%	0	-1%	-15%	-13%
Cc1cccc(C)c1NC(=O)c1ccc(-n2cnnn2)cc1	6%	5	0%	-0.7%	-2%	2%	-10%	2	3%	0%	5%
COc1ccc(OC[C@@H](O)CNC(=O)c2cccc3c2C(=O)c2ccc(Cl)cc2S3(=O)=O)cc1	8%	10	·	0.0%	·	-7%	·	·	·	?	-2%
Cc1cc(C)c(C#N)c(SCc2ccc([N+](=O)[O-])cc2)n1	20%	0	8%	0.3%	2%	-3%	-4%	4	1%	-5%	-1%
COc1cc(SC)ccc1C(=O)NCC1CCCO1 (stereo not drawn)	18%	11	-4%	0.2%	-1%	4%	-1%	0	1%	1%	2%
Cc1ccc2c(c1)nnn2C1CCN(CC(=O)Nc2ccc3c(c2)OCCO3)CC1	13%	5	-7%	0.1%	-6%	0%	1%	-1	0%	0%	-1%
CCN1C(=O)/C(=C2\SC(N3CCCCC3)=NC2=O)c2ccccc21	-35%	4	8%	0.0%	·	-2%	-3%	6	-2%	0%	-1%
Cc1ccc(N=Cc2c(O)[nH]c3ccccc23)c([N+](=O)[O-])c1	21%	-5	13%	-1.1%	?	-3%	-2%	0	-3%	7%	-17%
OCC[C@H]1C[C@H](O)[C@@H](O)[C@@]2(OCCCc3ccccc32)O1	-12%	6	·	-0.5%	·	3%	3%	·	·	-3%	-1%
CCOC(=O)CNC(=S)n1cnc(N)n1	-12%	16	-5%	-0.1%	0%	1%	0%	3	-2%	4%	-7%
Cn1nc(-c2ccccc2)c(COC(=O)c2cccc(Cl)c2)c1S(=O)(=O)c1ccccc1	-21%	-1	7%	-0.2%	5%	-2%	-1%	0	1%	?	-6%
O=C(CCCCCN1C(=O)[C@@H]2Cc3ccccc3CN2C1=O)Nc1ccccc1Cl	?	1	1%	-0.6%	-26%	5%	1%	4	-2%	?	5%
CCc1c(C)c(C#N)c2nc3ccccc3n2c1NCCOC	0%	-11	·	-0.8%	?	85%[activator]	-6%	-1	·	4%	1%
Cn1cnnc1SCc1ccc(-c2ccc(Br)cc2)o1	4%	-6	?	0.2%	?	-3%	1%	2	7%	-1%	-12%
CC/C=C/C(=O)N1CC2(CC(c3cccc(NC(=O)CC(c4ccccc4)c4ccccc4)c3)=NO2)C[C@@H]1C(N)=O (stereo partly drawn)	-43%	-9	4%	0.2%	·	-7%	1%	0	1%	1%	-9%
O=[N+]([O-])c1cc(Cc2ccccc2)cc(C=Nc2ccc(N3CCOCC3)cc2)c1O	-13%	8	-17%	0.1%	?	-10%	11%	-4	-1%	-3%	-5%
Clc1cccc(Cn2ncc3ccccc32)c1	-3%	14	·	-0.4%	6%	3%	0%	2	3%	?	-27%
CC1CCCCN1C(=O)C1CC(c2ccc(F)cc2)=NO1 (stereo not drawn)	-20%[7.66 µM]	4	2%	-0.2%	12%	3%	-7%	2	0%	?	0%
CCOC(=O)c1c(/N=C/C2C(=O)CC(C)(C)CC2=O)sc(C)c1C	4%	-1	2%	-1.5%	-1%	0%	-7%	-1	3%	2%	3%
O=C(N/N=C\c1cc(Br)c(Br)o1)c1cncc(Br)c1	-3%	5	10%	-0.2%	22%	2%	-1%	1	-3%	1%	-3%
COc1ccc(C(CC(=O)O)c2ccc3c(c2)OCO3)cc1 (stereo not drawn)	-10%	-1	·	0.4%	26%	3%	-2%	8	7%	10%	0%
C=CCn1c(CSc2nc3ccccc3s2)nnc1SCC(=O)NCc1cccnc1	-2%	-4	-15%	0.0%	-10%	-3%	-8%	-1	0%	-1%	1%
CC(C)N(Cc1cn[nH]c1-c1ccc(-c2ccccc2)cc1)Cc1nccn1C	-56%[inhibitor]	-3	2%	0.2%	2%	-1%	-2%	0	-4%	?	-3%
CCS(=O)(=O)N1CCC(c2nc(-c3ccc(C(F)(F)F)cc3)no2)CC1	-15%	0	-8%	0.2%	-3%	-7%	0%	1	3%	1%	4%
CCOC(=O)C1=CC[C@H]2c3c(c4ccccc4n3C)C[C@H]1N2C	15%	-7	·	0.1%	·	2%	-9%	·	·	?	0%
CSCCC(NC(=O)c1ccc(C(C)(C)C)cc1)C(=O)OCC(=O)N1CCCC1=O (stereo not drawn)	23%	3	·	-2.3%	·	-1%	0%	·	·	-6%	2%
COc1ccc(CNC(=O)COc2cc(O)c3c(c2)OC(C)(C)CC3=O)c(OC)c1	0%	12	0%	-0.7%	-12%	-1%	-5%	0	·	-14%	-5%
O=[N+]([O-])c1cccc(/C=C/C=N/Nc2nc(N3CCCCC3)nc(N3CCCCC3)n2)c1	-20%	1	8%	-0.2%	13%	-8%	-11%	1	1%	-4%	-5%
O=CN1CCN(c2c([N+](=O)[O-])c(=O)oc3ccccc23)CC1	1%	-12	·	-0.5%	15%	-6%	-5%	3	-3%	-13%	-2%
Cc1ccc(C)c(N2CCN(C(=O)c3ccc4nc(-c5ccco5)c(-c5ccco5)nc4c3)CC2)c1	-51%[inhibitor]	15	12%	0.1%	?	105%[activator]	0%	·	1%	16%	-3%
Cc1cc(NC(=O)c2cccc(S(=O)(=O)Nc3cccc(C(=O)O)c3)c2)no1	-20%	-7	4%	0.2%	-3%	5%	-3%	9	4%	0%	-4%
Cc1ccc(NC(=O)CCC(=O)NNC(=O)COc2ccccc2)cc1C	-3%	0	-1%	0.0%	-3%	-1%	0%	3	3%	5%	-1%
CC(Nc1ccnc2cc(Cl)ccc12)c1ccc(S(N)(=O)=O)cc1 (stereo not drawn)	-30%	6	0%	-0.1%	0%	6%	1%	4	1%	-9%	1%
Cc1cc(C)nc(SCc2ccc3nonc3c2)n1	-4%	14	-9%	·	8%	4%	-3%	0	0%	·	·
N#Cc1c(N)n(CCCN2CCOCC2)c2nc3ccccc3nc12	0%	5	0%	-0.1%	-7%	i	-11%	-4	-1%	6%	-5%
Cc1cc(NC2CCCCC2)n2c(n1)nc1ccccc12	-14%	-2	-4%	-0.4%	3%	110%[activator]	-7%	2	11%	-8%	0%
Cc1ccc(S(=O)(=O)N2CCNC(=O)C2)c(C)c1	-2%	-5	·	-1.5%	·	·	-4%	·	·	-3%	-3%
Oc1ccc(C2Nc3cccc4cccc(c34)N2)cc1	-42%	46[activator]	0%	-0.1%	?	-9%	-3%	-3	-1%	0%	-3%
CC(C)C(NS(=O)(=O)c1cccs1)C(=O)NCc1ccccc1Cl (stereo not drawn)	-25%	-15	8%	0.2%	-4%	-2%	-2%	1	0%	0%	5%
COc1ccc(C(=O)N[C@H](C(=O)NCc2ccco2)C(C)C)cc1	4%	3	5%	0.1%	-8%	1%	1%	3	-1%	15%	-2%
CC(=O)c1cccc(S(=O)(=O)N2CCN(CCOc3ccccc3)CC2)c1	4%	-1	·	-0.4%	·	4%	0%	·	·	-4%	-5%
COc1ccccc1N1CC(O)=C(c2nc3ccccc3s2)C1=N	23%	3	-18%	-0.9%	19%	-1%	-2%	-2	-3%	-14%	1%
COc1ccc(OC)c(CNc2ccc3c(c2)nc(C)n3C)c1	2%	-2	-3%	0.0%	6%	1%	1%	1	-3%	-1%	2%

Source: PubChem BioAssay
